Screens as filed in PubChem.
CXCR6 block: inhibitors of human CXCR6 receptor; O00574; CHO-K1 PathHunter CXCR6 beta-arrestin, luminescence; inhibition, % at 20 µM; hit rate 0.36% among 360,000; AID 602244; in the data active means inhibition above about 34%, passing the limit was not always enough;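 further: antagonist mode with CXCL16 agonist at 10 nM final; 0% = 10 nM CXCL16 with DMSO and 100% = unstimulated wells without agonist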
NR3A LBD binder: modulators (binders) of human NR3A ligand-binding domain | NR3A LBD differential scanning fluorimetry, Tm shift; 0% = protein alone, 100% = glycine-bound protein | Tm shift relative to glycine control, % at 25 µM | hit rate 2.5% among 340,000 | AID 1259313;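 active means melting temperature shift of at least 10% of the positive control shift, at one fixed dose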
APOBEC3A inh: human APOBEC3A DNA deaminase inhibition | AID 493011 | inhibition, % at 20 µM | hit rate 0.41% among 330,000 | recombinant A3A, FAM/TAMRA ssDNA deamination fluorescence;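 active means at least 40% inhibition at 20 µM here, with at most 30% in a related deaminase screen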;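 further: plate controls were A3A with DMSO for no effect and wells lacking A3A enzyme for full effect; some results filed as inactive read as strong as hits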
Target sequence (P31941 whole entry, looked up): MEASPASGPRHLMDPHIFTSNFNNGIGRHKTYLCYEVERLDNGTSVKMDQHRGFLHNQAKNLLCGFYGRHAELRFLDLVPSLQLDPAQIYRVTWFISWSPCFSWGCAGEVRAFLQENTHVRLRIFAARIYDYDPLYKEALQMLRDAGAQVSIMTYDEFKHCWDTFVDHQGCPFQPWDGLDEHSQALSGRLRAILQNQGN
APOBEC3G inh: APOBEC3G (human) deaminase inhibition; recombinant A3G, ssDNA deamination FAM/TAMRA fluorescence; AID 493012; inhibition, % at 20 µM; hit rate 0.28% among 330,000;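 active means inhibition of at least 40% at 20 µM, with no more than 30% in the related APOBEC3A deaminase screen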;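 further: plate controls were DMSO wells with A3G for no effect and wells lacking A3G enzyme for full effect; some compounds called inactive have numbers as strong as hits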
Target sequence (Q9HC16 whole entry, looked up): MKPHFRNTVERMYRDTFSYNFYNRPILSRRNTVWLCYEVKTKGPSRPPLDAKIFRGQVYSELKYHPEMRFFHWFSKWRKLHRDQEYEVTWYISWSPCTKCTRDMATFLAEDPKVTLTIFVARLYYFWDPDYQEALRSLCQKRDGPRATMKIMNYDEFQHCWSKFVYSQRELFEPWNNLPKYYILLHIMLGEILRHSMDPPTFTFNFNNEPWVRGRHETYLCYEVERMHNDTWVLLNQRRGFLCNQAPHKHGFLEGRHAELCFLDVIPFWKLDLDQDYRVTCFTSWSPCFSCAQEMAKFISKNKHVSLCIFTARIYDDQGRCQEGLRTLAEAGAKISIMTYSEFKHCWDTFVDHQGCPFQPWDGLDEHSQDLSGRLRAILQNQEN
Gli-Sufu antag: antagonists of Gli-Sufu signaling | Sufu-KO-LIGHT fibroblasts, Gli luciferase reporter luminescence | inhibition, % at 5 µM | hit rate 0.74% among 340,000 | AID 588413;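 active means inhibition above about 55%, limit read from the data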;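 further: 0% = DMSO-treated cells and 100% = wells with medium but no cells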
MPTP inh: blocks calcium-induced mitochondrial swelling | isolated mouse mitochondria, Ca2+ swelling absorbance, 30 min | inhibition, % at 10 µM | hit rate 1.4% among 360,000 | AID 602449;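 active means inhibition of 50% or more, scaled per plate between neutral and stimulator controls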;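 further: 0% = DMSO wells given calcium and 100% = 1 mM EGTA wells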
CCR6 antag: antagonists of human CCR6 receptor; CHO-K1 CCR6 PathHunter beta-arrestin, luminescence, CCL20-stimulated; AID 493098; hit rate 0.49% among 340,000; P51684; inhibition, % at 20 µM;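 active means compounds whose inhibition of the agonist-driven luminescence signal at 20 µM reaches about 50%, limit read from the data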;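 further: cells stimulated with CCL20 at 14 nM final; plate controls were DMSO with CCL20 for no effect and DMSO without agonist for full effect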
EBI2 antag: antagonists of human EBI2 receptor; P32249; EBI2 beta-arrestin recruitment, luminescence, 7a,25-OHC stimulated; inhibition, % at 5 µM; hit rate 0.81% among 360,000; in the data active means inhibition above about 38%;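 further: enzyme fragment complementation signal reports receptor beta-arrestin coupling in cells; 0% = agonist plus DMSO wells and 100% = wells without agonist; some results beyond the cut were filed as inactive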
Target sequence (P32249 whole entry, looked up, the tested form may be a part): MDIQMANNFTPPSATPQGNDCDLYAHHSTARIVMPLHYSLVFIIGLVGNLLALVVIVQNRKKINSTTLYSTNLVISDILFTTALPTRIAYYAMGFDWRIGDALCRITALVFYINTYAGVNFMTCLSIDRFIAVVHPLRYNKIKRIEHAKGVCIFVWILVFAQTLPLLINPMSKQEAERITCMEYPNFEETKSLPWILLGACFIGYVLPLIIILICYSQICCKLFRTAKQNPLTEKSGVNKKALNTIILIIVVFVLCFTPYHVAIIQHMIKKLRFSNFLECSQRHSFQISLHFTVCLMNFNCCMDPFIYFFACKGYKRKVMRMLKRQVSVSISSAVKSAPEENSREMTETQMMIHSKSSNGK
* hit, by the source's call; / = not tested or not shown. Hits appear at their usual frequency; any-hit rate near 5.8%.

SMILES	CXCR6 block	NR3A LBD binder	APOBEC3A inh	APOBEC3G inh	Gli-Sufu antag	MPTP inh	CCR6 antag	EBI2 antag
CC(NS(=O)(=O)c1ccc(Br)cc1)c1ccccc1 (centres undefined)	-8.2	0.8	2.3	-0.5	-10.8	1.6	15.1	-9.0
O=C(Nc1ccon1)C(Sc1ccccc1)c1ccccc1 (centres undefined)	6.1	-1.1	1.6	-4.7	1.7	-0.6	10.5	-1.0
Cc1onc(-c2c(F)cccc2Cl)c1C(=O)N1CCCCC1	1.7	0.2	3.8	1.2	7.8	1.6	10.6	1.8
Oc1ccccc1C1=NCCNC(C(F)(F)F)=C1	2.2	-1.3	-1.5	-3.2	6.1	-0.3	11.3	-10.7
Cc1cc(C(=O)Nc2ccc(N3CCOCC3)c(Cl)c2)c(C)o1	-6.3	2.4	-2.6	-7.6	34.7	-0.3	12.8	-2.6
Cc1ccc(S(=O)(=O)CCC(=O)N2CCN(c3ccccc3F)CC2)cc1	12.7	0.3	-2.3	-6.1	-9.2	-1.9	12.7	4.0
CCc1ccc2nc(N(CCN(C)C)C(=O)c3ccc4ccccc4c3)sc2c1	5.7	2.0	-3.4	-1.4	-4.9	18.5	32.4	-2.9
COc1ccc(CNC2C[C@H]3CCCC(=O)N4CC[C@@H](C2)[C@@H]34)cc1 (some centres undefined)	6.6	0.7	1.8	-2.0	40.2	-0.4	5.5	-3.2
COc1ccccc1NC(=O)C1=C(C)NC(=O)NC1c1ccccc1[N+](=O)[O-] (centres undefined)	-9.6	-1.2	-4.2	-15.2	-2.0	0.1	-6.0	6.7
COc1cccc(CNC(=O)c2ccc(C)c(NC3=NC4CS(=O)(=O)CC4S3)c2)c1 (centres undefined)	6.4	-2.9	-1.3	2.1	-0.5	-1.1	0.2	-5.6
C[C@H](CO)N1C[C@H](C)[C@@H](CN(C)C(=O)NC2CCCCC2)Oc2ccc(NS(C)(=O)=O)cc2C1=O	6.8	0.6	-0.7	-4.2	-4.3	-1.2	2.2	-6.7
CC(=O)Nc1ccc(S(=O)(=O)NC2(C(F)(F)F)NC(=O)N(Cc3ccccc3)C2=O)cc1 (centres undefined)	-5.2	0.3	6.1	-4.3	-4.7	-2.4	-3.5	1.9
CC(C)N(C)CCOC(=O)c1ccccc1Br	-3.0	-3.8	-5.6	-7.0	0.7	14.8	-10.2	8.9
CCCS(=O)(=O)N1CCN=C1SCc1ccc(C)cc1	-13.7	-0.3	-2.6	-5.7	-1.6	1.7	7.8	3.0
CCNC(=O)Nc1nc2ccccc2s1	0.6	-1.0	0.5	-5.2	-17.7	-2.0	4.1	-16.0
CC(C)N=C1SC(CC(=O)Nc2ccccc2)C(=O)N1C(C)C (centres undefined)	0.1	-0.3	-2.4	-3.9	-12.1	0.5	16.6	15.4
Cc1ccc(C(=O)N/N=C/c2ccc(-c3ccc(Br)cc3[N+](=O)[O-])o2)o1	-8.1	-1.6	-3.7	-12.7	1.0	-0.5	14.4	1.9
CC(C)(C)NC(=O)NC(=O)COC(=O)c1cccc(F)c1	-4.2	-2.4	-0.5	0.6	23.8	0.1	22.4	5.8
Cn1cc(CN2CCC(CO)CC2)c(-c2ccc(Oc3ccccc3)cc2)n1	-0.1	1.0	-4.3	-6.5	-2.1	2.9	12.1	-9.3
COc1ccc(CCNC(=O)c2cc(-c3cc(Cl)ccc3O)n[nH]2)cc1OC	-4.4	10.4*	3.2	-1.9	8.9	42.7	8.2	29.4
O=C(NC(=S)N1CCCCCC1)C1CC1	-18.2	6.0	-4.3	-6.8	1.6	-0.4	4.4	-9.7
O=C(NC(=S)NCCC1=CCCCC1)c1cncc(Br)c1	7.3	5.0	-4.3	-5.7	10.6	2.7	28.0	8.7
Cc1cc(C)n2nc(SCC(=O)c3cc(C)n(CC4CCCO4)c3C)nc2n1 (centres undefined)	-5.5	-1.0	-3.9	-10.5	27.9	24.3	-7.0	-2.4
O=C(CN1CCc2ccccc2C1)Nc1cccc(S(=O)(=O)N2CCOCC2)c1	-0.3	0.4	-0.9	-2.7	-7.7	0.1	15.0	-6.2
CCOC(=O)Cn1nc(/C=C/c2ccc(OC)cc2)ccc1=O	-15.6	-1.4	-2.2	-9.4	16.5	-0.4	-1.9	0.0
COc1ccc(C(=O)Nc2ccc(OC)c([N+](=O)[O-])c2)cc1Br	8.2	30.4*	-4.2	-7.1	11.8	7.5	9.3	-0.5
COc1ccc(Cl)cc1NC(=O)C/C(C)=N/NC(=O)c1ccc(O)cc1	9.3	-1.8	-7.2	-6.6	-0.6	-0.9	11.6	-10.9
Cn1cnnc1SC(C(=O)Nc1ccc(F)cc1)c1ccccc1 (centres undefined)	-5.3	1.0	-4.8	-7.1	-35.2	0.9	13.6	-2.0
C[C@@H](CC#N)CN1CC[C@H](C(C)(C)C)CCC1=O	3.4	-0.9	-2.0	-12.2	-7.2	9.3	-2.1	-11.9
Cc1ccc(-c2cn3cccnc3n2)cc1	-12.7	-0.8	-3.1	-3.5	-46.5	-1.7	-6.2	-16.7
CCn1cc(CN2CCC(n3nccc3NC(=O)Cc3ccccc3)CC2)c(C)n1	3.1	-0.3	-0.3	9.1	7.0	-1.0	-3.2	5.5
COc1cc2cc(Oc3ccc4ccc(=O)oc4c3)c(=O)oc2cc1OC1OC(COC(=O)CC(C)(O)CC(=O)O)C(O)C(O)C1O (centres undefined)	-11.5	-0.5	1.6	2.3	-1.9	-1.5	-0.9	1.4
CN(C)CCN1C(=O)C(O)=C(C(=O)c2cc3ccccc3o2)C1c1cccc(Br)c1 (centres undefined)	-2.1	-1.7	1.8	-3.5	2.3	0.2	8.2	-4.9
CC(=O)C1=C(C)NC(SCC(=O)c2ccc(Cl)c(Cl)c2)=C(C#N)C1c1ccco1 (centres undefined)	10.2	-0.1	-1.1	-4.4	-0.6	5.9	22.6	17.6
C=CCN(N=Nc1cccc([N+](=O)[O-])c1)c1cccc([N+](=O)[O-])c1	9.4	-2.8	-1.3	-5.4	3.9	2.6	18.4	24.0
CC(C(=O)N1CCCC1)N(c1ccccc1)S(C)(=O)=O (centres undefined)	-4.8	/	-5.2	-3.5	/	0.6	/	0.3
O=C(NCc1ccc2c(c1)OCO2)c1ccc2c(c1)OCO2	-0.7	-0.5	1.8	8.4	-8.8	0.7	4.7	-0.6
CSCCOC(=O)c1[nH]c2c(c1C)C(=O)CC(c1ccco1)C2 (centres undefined)	-3.3	-1.8	43.8*	22.3	34.9	0.2	4.0	1.3
Cc1c(C(=O)NCCC2=CCCCC2)oc2ccc(S(=O)(=O)N3CCC4(CC3)OCCO4)cc12	7.0	-11.3	1.0	-1.7	15.8	3.7	7.0	-9.3
CCOc1ccc(NC(=O)CCC(=O)Nc2cc(OC)c(NC(=O)c3ccco3)cc2OC)cc1	-5.2	-2.2	-3.0	-7.1	-7.6	-0.1	-1.9	-8.2
CCn1cc(CN2CCCC(CO)(Cc3ccc(F)cc3)C2)c2ccccc21 (centres undefined)	-9.5	-2.3	-2.7	-7.3	25.9	2.4	-10.5	-6.6
O=C1/C(=C/c2cccc(O)c2)SC(=S)N1CC1CCCO1 (centres undefined)	6.5	-5.2	4.9	-0.5	-1.8	7.4	6.8	-6.6
CCCCCCOc1ccc(C(CC(N)=O)C(=O)O)cc1 (centres undefined)	-0.5	1.3	-2.4	-6.4	-2.1	0.7	3.4	-5.7
N=c1c(C(=O)NCC2CCCO2)cc2c(=O)n3ccccc3nc2n1Cc1ccccc1 (centres undefined)	6.9	-3.8	-1.1	-5.2	34.1	0.7	19.2	5.5
COc1ccc(C2Nc3ccc(Br)cc3C(c3ccccc3)N2CC(=O)O)cc1 (centres undefined)	6.9	1.9	-1.6	-7.4	-5.9	-2.4	-5.7	17.9
COC(=O)c1cc(NS(=O)(=O)c2ccc(Cl)c(N3C(=O)c4ccc(C(=O)O)cc4C3=O)c2)cc(C(=O)OC)c1	2.6	-1.1	3.0	18.1	5.6	-0.4	16.4	6.7
Cc1ccc(/C=C/C(=O)O)cc1S(=O)(=O)NCCCO	-5.1	1.0	4.3	4.9	-1.0	4.0	8.2	0.5
C=CCNC(=O)C1CCN(S(=O)(=O)c2cccs2)CC1	-8.9	3.3	3.0	15.1	-22.7	1.0	10.3	-4.9
CCOC(=O)c1ccc(NC(=O)NC(C)C2CCCO2)cc1 (centres undefined)	0.0	0.1	-2.4	-3.8	-9.8	2.6	-0.5	1.3
COc1ccc(/C=N/NC(=O)c2cccc(C(=O)N/N=C/c3ccc(OC)c(OC)c3)n2)cc1OC	-6.5	1.2	-0.3	-8.0	2.5	0.2	1.9	4.9

Reformatted with two lines to a compound: part of the list above
Order of values: CXCR6 block | NR3A LBD binder | APOBEC3A inh | APOBEC3G inh | Gli-Sufu antag | MPTP inh | CCR6 antag | EBI2 antag
CCn1cc(CN2CCCC(CO)(Cc3ccc(F)cc3)C2)c2ccccc21 (centres undefined)
    -9.5 | -2.3 | -2.7 | -7.3 | 25.9 | 2.4 | -10.5 | -6.6
O=C1/C(=C/c2cccc(O)c2)SC(=S)N1CC1CCCO1 (centres undefined)
    6.5 | -5.2 | 4.9 | -0.5 | -1.8 | 7.4 | 6.8 | -6.6

Additional results follow.
SMILES	CXCR6 block	NR3A LBD binder	APOBEC3A inh	APOBEC3G inh	Gli-Sufu antag	MPTP inh	CCR6 antag	EBI2 antag
O=C(COC(=O)c1ccccc1)NC12CC3CC(CC(C3)C1)C2	3.1	0.1	2.9	-4.5	-9.5	-1.3	-1.0	2.0
Cc1noc(C)c1S(=O)(=O)N1CCC(C(=O)N(C)Cc2ccccc2)CC1	4.0	4.2	3.8	4.9	-5.1	-0.1	4.8	9.8
CCN(C[C@H]1N[C@@](Cc2ccccc2)(C(=O)OC)[C@H]2C(=O)N(Cc3ccccc3)C(=O)[C@@H]12)C(=O)c1ccc(C)cc1	8.0	6.0	0.4	1.2	4.7	-2.3	20.1	6.7
CCOC(=O)c1ccc2c(c1)N(CC(=O)N1CCCC1)C(=O)C(C)(C)O2	6.3	-3.9	1.6	-1.2	0.5	-0.4	4.0	-2.4
COc1ccc(COc2cccc(C=O)c2)cc1	1.0	2.1	-1.0	-8.6	-35.6	0.7	6.7	-10.7
CCOC(=O)CCCCC(=O)c1[nH]c(=O)[nH]c1CSCCO	-0.7	1.9	5.2	10.2	-1.1	-0.6	5.5	9.4
O=C(CC1C(=O)NCCN1Cc1ccccc1C(F)(F)F)NCCN1CCCCC1=O (centres undefined)	-9.5	0.2	-5.7	-7.5	13.0	-2.1	6.6	-13.4
CC1CN(c2nc3c(c(=O)[nH]c(=O)n3C)n2Cc2ccccc2F)CC(C)O1 (centres undefined)	6.7	-2.2	-0.6	-0.5	5.9	0.2	1.0	-4.6
CCOC(=O)C1CCCN(S(=O)(=O)c2c(C)noc2C)C1 (centres undefined)	3.3	2.9	0.5	-10.4	5.9	-1.8	-1.3	3.3
COc1ccc(N(CC(=O)NC2CCS(=O)(=O)C2)S(=O)(=O)c2ccc(Cl)c(Cl)c2)cc1 (centres undefined)	-2.7	1.7	3.7	-11.1	6.8	-0.6	16.3	11.1
CCOC(=O)C1=C(C)NC(=O)NC1c1ccc(OCC(=O)OC)c(OC)c1 (centres undefined)	7.1	-0.1	1.3	0.1	-15.9	-6.2	5.4	-0.6
O=C(Cc1ccccc1)Nc1nnc(-c2ccco2)o1	6.1	1.9	6.2	2.2	-0.5	1.2	-1.2	-9.6
Cc1ccccc1OCCC(=O)NNC(=O)COc1cccc(F)c1	0.9	-0.8	-0.5	-6.1	-3.0	0.1	-2.5	43.8

Some of these compounds in order of the CXCR6 block value, rising:
Molecule	CXCR6 block
CCCCCCOc1ccc(C(CC(N)=O)C(=O)O)cc1 (centres undefined)	-0.5
O=C(CN1CCc2ccccc2C1)Nc1cccc(S(=O)(=O)N2CCOCC2)c1	-0.3
CCNC(=O)Nc1nc2ccccc2s1	0.6
Oc1ccccc1C1=NCCNC(C(F)(F)F)=C1	2.2
CCOC(=O)C1=C(C)NC(=O)NC1c1ccc(OCC(=O)OC)c(OC)c1 (centres undefined)	7.1
CC(=O)C1=C(C)NC(SCC(=O)c2ccc(Cl)c(Cl)c2)=C(C#N)C1c1ccco1 (centres undefined)	10.2
